TRHR ag = qHTS for Small Molecule Agonists and Allosteric Enhancers of Human TRH Receptor: Primary Screen for Agonists; TRHR cells, calcium flux fluo-8, FDSS agonist mode; activation, % at 2 µM; 0.18% of 360,000 active; also: 0% is about no effect
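In this calcium-flux screen, cells bearing human TRHR are dye-loaded with fluo-8, baselined for 10 cycles, then exposed to library compounds; positive kinetic calcium responses during the agonist phase mark hits, with TRH as control.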
D1 potentiator = Potentiators of Human D1 Dopamine Receptor: qHTS. D(1A) dopamine receptor (Homo sapiens), P21728. HEK293 TREx D1 cells, calcium flux, dopamine EC20 potentiation. potentiation, % at 10 µM. 0.036% of 360,000 active. AID 504651, 2011; in the data active = potentiation above about 30%; also: 0% is about no effect
D1 ag = Allosteric Agonists of the Human D1 Dopamine Receptor: qHTS; D(1A) dopamine receptor (Homo sapiens), P21728; HEK293 T-REx D1 cells, calcium flux, agonist mode; activation, % at 2 µM; 1% of 360,000 active; AID 504660, 2011; also: 0% is about no effect
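Inducible HEK293 T-REx D1 cells, force-coupled to calcium signalling, were plated at 4000 cells/well with tetracycline and held overnight at 30 C. After no-wash calcium dye loading, compound-evoked calcium rise over 180 s flagged agonists.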
D1 antag = Antagonist of Human D 1 Dopamine Receptor: qHTS; AID 504652, 2011; HEK293 TREx D1 cells, calcium flux, dopamine EC80; hits give low values; activity change, negative = inhibition, % at 10 µM; 3.2% of 360,000 active; in the data active = activity change below about -30%; also: % is scaled to controls: 0 for no effect and ±100 for the full control effect
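Using tetracycline-induced force-coupled D1 Hek293 cells and a calcium dye, signals were followed for 180 s after compound, then for 180 s after EC80 dopamine, to detect inhibitors.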
D2 potentiator = HTS Assay for Positive Allosteric Modulators of the Human D2 Dopamine Receptor: Primary Screen for Potentiators | AID 485347, 2010 | D(2) dopamine receptor (Homo sapiens), P14416 | potentiation, % at 10 µM | HEK293 T-REx D2, calcium flux, EC20 dopamine potentiation | 0.34% of 340,000 active;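 active = potentiation over 3 SD above the plate norm, cut at about 30% in these data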; also: 0% is about no effect
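Potentiation of an EC20 dopamine calcium response measured kinetically over 180 s, after a preceding 180 s compound-only read flagging agonists. Cells: inducible Hek293 Trex D2 line, 4000/well, cultured overnight at 30 C before dye loading.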
D2 antag = HTS Assay for Allosteric Antagonists of the Human D2 Dopamine Receptor: Primary Screen for Antagonists. inhibition, % at 10 µM. HEK293 TREx D2 cells, calcium flux, dopamine EC80. AID 485344, 2010. D(2) dopamine receptor (Homo sapiens), P14416. 2% of 340,000 active; in the data active = inhibition above about 30%; also: 0% is about no effect
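Calcium flux kinetic readout in an inducible HEK293 TREx D2 line plated overnight at 30 C. After 180 s compound exposure, an EC80 dopamine challenge follows with another 180 s kinetic read to detect antagonism.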
RXFP1 antag = qHTS Assay for Antagonists of the Relaxin Receptor RXFP1. HEK293-RXFP1, relaxin-stimulated cAMP HTRF, 30 min; hits give low values. activity change, negative = inhibition, % at 57.5 µM. 0.59% of 350,000 active;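 active = activity change of -60% or lower, but not beyond a set lower limit; inconclusive = change between -60% and -40%, or beyond the set limit; inactive = change above -40%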; also: % is scaled to controls: 0 for no effect and ±100 for the full control effect
Target sequence (Q9HBX9 whole entry, looked up): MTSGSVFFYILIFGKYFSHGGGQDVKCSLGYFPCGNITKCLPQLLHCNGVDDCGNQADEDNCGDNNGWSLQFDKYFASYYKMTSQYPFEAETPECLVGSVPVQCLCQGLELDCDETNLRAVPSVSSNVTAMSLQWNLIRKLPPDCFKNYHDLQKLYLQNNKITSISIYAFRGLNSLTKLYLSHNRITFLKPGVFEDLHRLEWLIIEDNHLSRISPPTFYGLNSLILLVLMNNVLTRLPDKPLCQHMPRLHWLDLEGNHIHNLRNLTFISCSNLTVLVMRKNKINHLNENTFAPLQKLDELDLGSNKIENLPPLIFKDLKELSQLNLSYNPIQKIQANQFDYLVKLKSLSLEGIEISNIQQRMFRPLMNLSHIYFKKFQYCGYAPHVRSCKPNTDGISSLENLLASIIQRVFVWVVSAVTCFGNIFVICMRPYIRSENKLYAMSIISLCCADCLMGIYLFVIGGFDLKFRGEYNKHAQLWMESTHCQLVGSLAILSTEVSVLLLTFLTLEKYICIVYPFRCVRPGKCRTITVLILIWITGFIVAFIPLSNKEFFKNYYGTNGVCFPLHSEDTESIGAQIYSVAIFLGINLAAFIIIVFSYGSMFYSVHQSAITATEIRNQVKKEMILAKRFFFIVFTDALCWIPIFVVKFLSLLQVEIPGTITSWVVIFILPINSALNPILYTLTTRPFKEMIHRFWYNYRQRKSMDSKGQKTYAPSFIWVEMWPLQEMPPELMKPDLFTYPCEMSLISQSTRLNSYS
TRHR enhancer = qHTS for Small Molecule Agonists and Allosteric Enhancers of Human TRH Receptor: Primary Screen for Enhancers; Thyrotropin-releasing hormone receptor (Homo sapiens), P34981; TRHR cells, fluo-8 calcium fluorescence, EC20 TRH enhancement; enhancement, % at 2 µM; 0.66% of 360,000 active; in the data active = enhancement above about 30%; also: 0% is about no effect
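Enhancer read-out: after compound pinning and an initial kinetic agonist-mode read, an EC20 of TRH (10 nM final) was injected and fluo-8 calcium signal (Ex 480/Em 530) followed at 1 s/cycle for 100 cycles in TRHR-expressing cells.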
D2 agonist = HTS Assay for Allosteric Agonists of the Human D2 Dopamine Receptor: Primary Screen for Agonists; activation, % at 2 µM; HEK293 T-REx D2 cells, calcium flux agonist mode; 0.53% of 340,000 active;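 active = activation over 3 SD above normal in the single-dose calcium agonist read, cut at about 30% in these data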; also: 0% is about no effect
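Agonism is scored from calcium flux in a force-coupled, inducible HEK293 cell line expressing D2, read kinetically for 180 s after compound addition against dopamine controls.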
An asterisk follows results filed as active; ? = inconclusive; / = no result given; & = joins results of further samples. Rule as the data show it, unless noted: active = activation above about 30%; inactive = the rest.

SMILES	TRHR ag	D1 potentiator	D1 ag	D1 antag	D2 potentiator	D2 antag	RXFP1 antag	TRHR enhancer	D2 agonist
COc1ccc(/C=N/N=C/c2ccc(OC)c(O)c2)cc1O	2.6	-5	3	2	7	-6	-11	9	0.9
Cc1ccc2sc(N(CCCN(C)C)C(=O)c3ccc(S(=O)(=O)N4CCCCCC4)cc3)nc2c1C	0.3	3	3	16	-5	-15	-24	1	-0.4
CCCn1c(C(C)Nc2nc(-c3ccc(Cl)c([N+](=O)[O-])c3)cs2)nc2cc(Cl)c(N3CCCCC3)cc21 (configuration not stated)	-0.1	4	-1	9	-10	8	/	-4	-1.3
CC(C)OC(=O)CSc1ncnc2c1cnn2Cc1ccccc1	-1.4	-9	4	-11	-4	-12	-5	10	0.1
COC(=O)c1cc(NS(=O)(=O)c2ccc(NC(C)=O)cc2)cc(C(=O)OC)c1	1.6	-2	1	-9	5	15	-21	-8	-0.1
CC1CCN(c2ccccc2NC(=O)c2cc([N+](=O)[O-])ccc2N2CCOCC2)CC1	0.1	-6	2	4	12	0	-8	1	-0.1
O=C(Cn1c2c(sc1=O)C1c3ccccc3OCC1CS2)Nc1ccc(Cl)cc1 (configuration not stated)	-0.5	2	2	22	-3	-2	-21	-2	0.6
Clc1ccc(OCCn2cnc(Cl)c2Cl)cc1	-0.3	-2	2	-10	-4	5	3	-7	-0.3
COc1ccc(NC(=O)c2cc(-c3cc(OC)c(OC)c(OC)c3)nc3ccccc23)cc1OC	-0.8	-2	3	-2	/	/	-5	6	/
O=C(Nc1cccc(Cl)c1)OCc1cn(-c2ccccc2)nn1	0.0	0	9	-9	11	-7	-9	2	1.1
COc1cccc(CNC(=O)CSC(=S)N2CCCC2)c1	-0.2	8	1	-19	2	22	20	-4	0.1
Cc1ccccc1NC(=O)NCC1CCN(C(=O)OC(C)(C)C)CC1	-0.8	1	2	-7	-7	19	0	0	-1.0
CSc1cc(N2CCOCC2)nc(-c2ccccc2Cl)n1	-0.5	0	3	3	16	-4	-11	-1	1.0
COc1ccc2cc1Oc1ccc(cc1)CC1c3c(cc(OC)c4c3Oc3cc5c(cc3O4)CCNC5C2)CCN1C (configuration not stated)	-1.0	-12	5	-41*	-16	-6	-2	1	-0.6
O=C(NCc1ccco1)c1ccc(CS(=O)Cc2ccc(Cl)cc2)o1 (configuration not stated)	-0.2	-9	1	-15	-5	4	8	-2	0.0

Sorted by SMILES length (low to high): part of the list above.
SMILES	TRHR ag	D1 potentiator	D1 ag	D1 antag	D2 potentiator	D2 antag	RXFP1 antag	TRHR enhancer	D2 agonist
COc1cccc(CNC(=O)CSC(=S)N2CCCC2)c1	-0.2	8	1	-19	2	22	20	-4	0.1
O=C(Cn1c2c(sc1=O)C1c3ccccc3OCC1CS2)Nc1ccc(Cl)cc1 (configuration not stated)	-0.5	2	2	22	-3	-2	-21	-2	0.6
COc1ccc(NC(=O)c2cc(-c3cc(OC)c(OC)c(OC)c3)nc3ccccc23)cc1OC	-0.8	-2	3	-2	/	/	-5	6	/

Later entries:
SMILES	TRHR ag	D1 potentiator	D1 ag	D1 antag	D2 potentiator	D2 antag	RXFP1 antag	TRHR enhancer	D2 agonist
C=CCn1cc(C(=O)N2CCN(c3ccccc3)CC2)c(=O)c2cc(S(=O)(=O)N3CCCC3)ccc21	-0.2	-4	-1	-19	3	-11	?	2	0.9
Cc1nn(-c2ccccc2)c(-c2ccccc2[N+](=O)[O-])c1C(=O)O	1.5	0	2	-1	-5	3	-14	-1	0.7
Cc1nnc(NC(=O)CSc2nnc3ncccn23)s1	-0.1	-5	-1	20	/	-10	-18	3	4.7
O=C(c1ccco1)N(Cc1nc2ccccc2c(=O)[nH]1)C1CCCC1	-0.3	1	2	15	-5	3	8	-3	0.2
Cc1ccc(OCC(=O)OC(C)C(=O)NC2CCCCC2C)cc1C (configuration not stated)	0.2	-9	0	8	-21	-24	2	-2	-0.1
Cc1ccc(C2OC(=O)c3ccccc32)cc1 (configuration not stated)	0.7	0	3	-16	-1	4	-4	-2	0.2
CCOc1ccc(C/C(N)=N/n2cnnc2)cc1	0.0	-2	-1	13	2	5	-4	1	-2.1
COc1ccccc1/C=N/n1c(N)c(C(=O)NC2CCCCC2)c2nc3ccccc3nc21	0.7	-6	0	0	1	11	7	-3	-0.3
Cc1ccc(-c2noc(-c3nnn(CC(=O)Nc4ccc(C)c(Cl)c4)c3N)n2)cc1	0.3	-1	1	4	7	/	4	3	1.0
COc1ccc(NC(=O)C(c2ccc(C)cc2)N(C)C(=O)Cc2cccs2)cc1 (configuration not stated)	0.9&0.6	2&4	1&1	1&-6	-3&6	-8	-25&-8	-1&8	-0.4&0.6
Cc1ccc(C)c(-n2cc(CNC(C)Cn3cncn3)c(-c3ccccc3)n2)c1 (configuration not stated)	-0.2	-1	2	-10	4	11	-6	-2	0.0
Cc1noc(C)c1C(=O)N(CC(C)C)c1nc2ccccc2s1	-0.5	6	0	9	5	-4	-24	5	0.2
O=C(NC1CCCCC1)c1ccc(-c2cccc([N+](=O)[O-])c2)o1	-1.4	-3	4	-1	-8	12	-8	-8	-1.4
Cc1cccc(Cc2cnc(NC(=O)C3Cc4ccc(C)cc4C(=O)O3)s2)c1 (configuration not stated)	-0.2	3	0	7	-6	/	/	-1	0.3
COC(C[C@H](O)[C@H](C)[C@H](O)COCc1ccccc1)OC	0.1	-4	7	14	0	-6	/	-3	0.4

Rewritten as comma-separated lines: part of the list above.
SMILES,TRHR ag,D1 potentiator,D1 ag,D1 antag,D2 potentiator,D2 antag,RXFP1 antag,TRHR enhancer,D2 agonist
Clc1ccc(OCCn2cnc(Cl)c2Cl)cc1,-0.3,-2,2,-10,-4,5,3,-7,-0.3
Cc1nn(-c2ccccc2)c(-c2ccccc2[N+](=O)[O-])c1C(=O)O,1.5,0,2,-1,-5,3,-14,-1,0.7
C=CCn1cc(C(=O)N2CCN(c3ccccc3)CC2)c(=O)c2cc(S(=O)(=O)N3CCCC3)ccc21,-0.2,-4,-1,-19,3,-11,?,2,0.9

Following part
SMILES	TRHR ag	D1 potentiator	D1 ag	D1 antag	D2 potentiator	D2 antag	RXFP1 antag	TRHR enhancer	D2 agonist
Cc1nn(Cc2ccccc2Cl)c(C)c1C(=O)Nc1nnc(C2CC2)s1	-0.5	2	8	5	24	-5	16	3	-0.4
COc1ccc(CCN2CC(C(=O)NCCc3ccccc3)CC2=O)cc1OC (configuration not stated)	-3.5&-0.3	-1&1	14&-4	38&-5	1&7	-3	2&-7	0&9	-0.3&-0.4
O=S(=O)(NCC(c1cccnc1)N1CCOCC1)c1ccccc1 (configuration not stated)	0.1	0	-2	-15	7	-4	1	4	0.2
CCN1C(=O)CC2(C[N+]3(C)CCC2CC3)C1=O (configuration not stated)	0.2	-5	5	1	0	0	/	1	0.6
COC(=O)C1=C(C(=O)c2ccc(C)cc2)C(c2ccc(O)c(OC)c2)n2nnnc2N1 (configuration not stated)	0.8	-11	1	1	-3	15	-2	-2	0.8
Clc1cncc(Cl)c1N/N=C/c1ccncc1	-0.7	-3	0	-7	11	-7	1	-1	0.8
Cc1cc(C)c(C(=O)COC(=O)c2cc([N+](=O)[O-])ccc2N2CCOCC2)cc1C	0.1	-6	0	-4	6	18	-1	1	0.0
O=[N+]([O-])c1ccc(-c2cc(-c3ccc(Cl)cc3)n[nH]2)cc1	0.2	-5	2	-25	5	8	-12	0	0.5
O=C(CC1NCCc2ccccc21)Nc1ccc(Cl)cc1 (configuration not stated)	-0.2	-6	3	-3	-40	44*	-1	2	4.9
COc1ccc(-c2noc(CCCC(=O)Nc3cccnc3)n2)cc1OC	0.0	-1	1	-10	-2	-6	-4	-8	-1.1
CCCn1c(SCC(=O)c2ccc3c(c2)OCCO3)nnc1-c1ccco1	0.1	3	4	-36*	2	2	6	4	0.0
O=[N+]([O-])c1ccc(-c2c(-c3ccccc3)ncc3cc(F)ccc23)cc1	0.1	-7	-2	/	7	3	/	9	-0.5
CCOc1ccc(Oc2ccc(NC(=O)CSc3nncn3C)cc2)cc1	1.1	1	5	-1	1	-23	14	-6	-0.2
CCOC(=O)c1[nH]c2c(c1C)C(=O)CC(c1ccc(F)cc1)C2 (configuration not stated)	0.4	-9	7	-19	14	4	/	1	-1.5
CC(C)n1c(O)c(N=NC(=O)Cc2csc(N3CCOCC3)n2)c2ccccc21	-1.2	-1	-1	-20	-4	-28	0	1	0.7
COC(=O)CSc1ncc(OC)c(OC)n1	0.2	-1	2	-10	16	-10	-14	0	-0.6
O=C(OCc1c(Cl)cccc1Cl)c1cnccn1	0.6	14	0	12	3	-20	-5	7	0.0
Cc1c(C)n(Cc2ccccc2)c2ccc(C(=O)NCCN3CCOCC3)cc12	-0.3	-14	5	18	-7	-11	-12	-2	-0.1
Cc1nn(C)c2c1c(C(F)(F)F)cc(=O)n2CC(=O)N1CCN(c2ccccc2F)CC1	-0.5	0	0	-5	-5	/	-6	6	0.6
CC1(C)CC(C)(O)P(=O)(c2ccccc2)O1 (configuration not stated)	-1.8	-1	3	7	4	-12	-4	5	0.2
COc1cccc(C(=O)Nc2ccc(-c3cc(C(F)(F)F)nn3-c3ccccc3)cc2)c1	1.8	-5	2	-9	-2	/	-37	17	/
ClCCN1C2=NCCCN2c2ccccc21	-1.5	-1	3	-9	7	-14	0	4	-0.7
O=S(=O)(NCC(c1ccco1)N1CCOCC1)c1ccc(Br)cc1 (configuration not stated)	-0.1	-1	-5	/	-1	/	/	-1	-2.6
Cc1nnc(SCC(=O)Nc2ncc(Cc3ccc(F)cc3)s2)n1N	-0.1	1	1	6	12	-15	-8	17	0.0
Nn1c(Cc2ccccc2)nc2cc(Cl)ccc2c1=O	1.1	-4	-2	1	-2	-10	-3	-14	0.8
NC(=O)c1nsnc1-c1ccccc1O	-0.3	-4	0	28	-3	-5	-6	0	1.4
Cc1cc(N2CCN(C)CC2)nc2ccc(NC(=O)CCC(=O)NCc3ccco3)cc12	-0.6	-6	2	-19	-8	-10	4	5	0.4
O=C(O)CC(CNS(=O)(=O)c1ccccc1)c1ccccc1 (configuration not stated)	0.7	-8	-1	-33*	-1	7	/	-5	0.3
Cc1ccccc1OCC(=O)NN1Cc2ccccc2C1=N	0.5	-3	3	-12	-8	-2	3	15	-0.1
COc1cc(NC(=O)CSc2nccc(C)n2)c(C(=O)O)cc1OC	-0.5	0	4	0	9	-5	-8	7	-0.3
CCOc1ccc(CN(C)C(=O)c2ccc(NC(=O)CC3SC(N4CCCC4)=NC3=O)cc2)cc1 (configuration not stated)	-0.9	-2	10	1	8	-4	6	6	0.7

High-throughput results from PubChem.
